Screening data: PubChem BioAssay, The Scripps Research Institute Molecular Screening Center
TAAR1 antag – human TAAR1 antagonism; 1.5% of 360,000 active; AID 624466; Q96RJ0; CHO RD-HGA16 TAAR1, Fluo-8 calcium fluorescence, antagonist; inhibition, % at 3 µM;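 active = inhibition above a per-plate cutoff, the mean inhibition of test compounds on that plate plus 3 SD, cut at about 49% in these data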;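 also: 0% = DMSO plus EC80 beta-PEA response and 100% = DMSO alone without agonist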
Target sequence (Q96RJ0 whole entry, looked up): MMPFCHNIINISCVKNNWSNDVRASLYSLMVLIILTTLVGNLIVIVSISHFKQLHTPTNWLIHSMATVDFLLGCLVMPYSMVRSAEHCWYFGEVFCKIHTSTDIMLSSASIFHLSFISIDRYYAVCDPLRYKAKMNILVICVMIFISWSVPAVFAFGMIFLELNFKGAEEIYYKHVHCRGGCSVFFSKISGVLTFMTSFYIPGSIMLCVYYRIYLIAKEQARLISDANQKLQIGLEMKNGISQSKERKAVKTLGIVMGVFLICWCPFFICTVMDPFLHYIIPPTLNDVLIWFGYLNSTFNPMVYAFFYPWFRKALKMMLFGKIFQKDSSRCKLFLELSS
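Test system – hTAAR1-expressing CHO RD-HGA16 cells, Gα16-coupled · Also added – β-PEA at EC80 concentration, post-compound challenge · Compound – 3 µM, single point · Incubation – dye loading 75 min at 37 °C, then 30 min room temperature · Measured by – Fluo-8 intracellular calcium dye fluorescence, real-time kinetic reads · Benchmarks – vehicle and agonist controls · Replicates – singlicate, one well per test compound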
An asterisk follows results filed as active. A portion of the library (hit frequency here may not be typical).

TAAR1 antag	structure
-13.1	CC(C)c1[nH]nc2c1C(c1cccc(C(F)(F)F)c1)NC2=O (stereo unspecified)
-20.6	COC(=O)C1=CN(c2ccc(N3CCOCC3)cc2)C(N)=C(C#N)C1c1ccc(-c2ccccc2)cc1 (stereo unspecified)
-26.3	COC(=O)c1cc2c(c3c4cc(OC)ccc4n(S(=O)(=O)c4ccc(OC)cc4)c13)C(=O)N(Cc1ccc(C(F)(F)F)cc1)C2
16.8	C[C@H](O)[C@@H]1C(=O)N2CCc3c([nH]c4c(-c5ccccc5)cccc34)[C@@H]2C[C@@H]1N(C)C(=O)c1cc(Cl)cc(Cl)c1
-21.6	C[C@@H]1COc2cccc(NCCO)c2S(=O)(=O)N1
-15.3	COC(=O)C1=C(C)N(Cc2ccccc2C(F)(F)F)C(=NCc2cccc(C(F)(F)F)c2)NC1c1ccc(F)cc1 (stereo unspecified)
-7.1	O=C(NCC[C@H]1CC[C@@H](NC(=O)C2CCOCC2)[C@@H](CO)O1)Nc1ccc(Cl)cc1
-25.0	O=C(C(=O)N1CCN(c2ccccc2)CC1)c1ccco1
-7.0	Nc1nc2c(ncn2[C@@H]2O[C@H](C(=O)N[C@@H](Cc3ccccc3)C(=O)NCc3ccccc3)[C@@H](O)[C@H]2O)c(=O)[nH]1
-7.3	c1ccc(CN2CCCC3CC2c2ccccc23)cc1 (stereo unspecified)
21.4	C[C@@H]1ON(C)[C@H]2C[C@H]3c4[nH]c5c(-c6ccc(F)cc6)cccc5c4CCN3C(=O)[C@@H]12
21.2	COC(=O)C1=C(C)N(C)C(=NCc2ccc(C(F)(F)F)cc2)NC1c1ccc(C(F)(F)F)cc1 (stereo unspecified)
-7.6	CC(C)C[C@H]1CN([C@@H](Cc2ccccc2)CN2CCC[C@H]2CN2C(=O)C(=O)NC[C@@H]2Cc2ccccc2)C(=O)C(=O)N1CC1CCCCCC1
-30.3	Cc1ccc(S(=O)(=O)N2[C@H](CC(=O)c3ccc(F)cc3)OC[C@@H]2C(C)C)cc1
3.1	COC(=O)c1cc2c(c3c4ccccc4n(S(=O)(=O)c4ccccc4)c13)C(=O)N(Cc1ccco1)C2
27.6	C=CCN1C[C@H](COC(=O)c2ccc(C)c(C)c2)Oc2cccc(F)c2S1(=O)=O
-34.5	Cc1ccc(NC(=O)OCCN(C)C(=O)Nc2ccc(C)cc2C)c(C)c1
-3.0	CSCCC(c1nc2ccccc2[nH]1)n1c(/C=C/c2ccc(F)c(F)c2)nc2ccccc21 (stereo unspecified)
13.2	O=C(Nc1ccc(Cl)cc1)OCC12COCN1COC2
-9.3	CCCCCN(C(=O)CCc1cn(CCCCC)c2ccccc12)c1ccc(Oc2cccnc2)cc1
3.8	CCCCCNC(=O)C(c1cc2ccccc2o1)n1c(=O)c(-c2cc3ccccc3[nH]2)nc2ccccc21 (stereo unspecified)
-0.5	CC(C)c1[nH]nc2c1C(c1ccc(F)cc1)NC2=O (stereo unspecified)
11.2	COC(=O)C[C@H]1CC[C@@H](NC(=O)C2CC2)[C@@H](CO)O1
-11.1	O=C(NC1CCCC1)c1nc(-c2ccco2)oc1-c1ccccc1
-5.7	CCc1ccc(C2CC3C(CN2S(=O)(=O)c2ccc(C)cc2)C(=O)CC(c2ccc(CC)cc2)N3S(=O)(=O)c2ccc(C)cc2)cc1 (stereo unspecified)
38.3	CC(=NNc1cc(C)c2ccccc2n1)c1ccccn1
-10.3	COc1ccc(N2C(=O)c3ccccc3NC(=O)C2C(=O)NCC(C)C)cc1 (stereo unspecified)
-9.1	CO[C@@H]1CN(C)C(=O)c2ccc(NC(=O)C3CCCC3)cc2OC[C@@H](C)N(Cc2ccc(F)cc2)C[C@H]1C
-3.6	COC(=O)C1=C(C)NC(C)=C(C(=O)OC)C(N2C(=O)CCC2=O)C1 (stereo unspecified)
24.9	C[C@H](O)[C@@H]1C(=O)N2CCc3c([nH]c4c(-c5ccc6c(c5)OCO6)cccc34)[C@@H]2C[C@@H]1N(C)C(=O)NC1CCCCC1
23.8	COC(=O)C1=C(C)N(C)C(=NCc2cccc(C(F)(F)F)c2)NC1c1cccc(Cl)c1 (stereo unspecified)
-33.4	COC(=O)[C@]12C[C@H](CC(=O)NCC34CC5CC(CC(C5)C3)C4)C(=O)N(Cc3ccc4c(c3)OCO4)C1=C[C@H](COCc1ccccc1)O[C@@H]2C
6.0	Cc1cccc(C)c1NC(=O)C1(C)CSCC(=O)N1CC(C)C (stereo unspecified)
12.1	C[C@H](O)[C@@H]1C(=O)N2CCc3c([nH]c4c(-c5ccccc5)cccc34)[C@@H]2C[C@@H]1N(C)C(=O)OCc1ccccc1
-32.8	CCCCCCCCN1C(=O)[C@@H](CC(=O)NCc2ccc(C)o2)C[C@@]2(C(=O)OC)C1=C[C@H](C1CCCC1)O[C@@H]2C
-52.8	C=CC[C@]12C[C@@]3(O[C@H](c4ccccn4)N=C3C[C@H](c3ccc(OC)cc3)[C@H]1C)N(C1CCN(Cc3ccccc3)CC1)C2=O

Part of the list above, as labelled records:
COC(=O)[C@]12C[C@H](CC(=O)NCC34CC5CC(CC(C5)C3)C4)C(=O)N(Cc3ccc4c(c3)OCO4)C1=C[C@H](COCc1ccccc1)O[C@@H]2C
  TAAR1 antag: -33.4
Cc1cccc(C)c1NC(=O)C1(C)CSCC(=O)N1CC(C)C (stereo unspecified)
  TAAR1 antag: 6.0
C[C@H](O)[C@@H]1C(=O)N2CCc3c([nH]c4c(-c5ccccc5)cccc34)[C@@H]2C[C@@H]1N(C)C(=O)OCc1ccccc1
  TAAR1 antag: 12.1

The list continues.
TAAR1 antag	structure
-24.9	CN1OC[C@@H]2CN[C@H](c3ccc(-n4ccnc4)cc3)C[C@@H]21
-5.7	O=C(Nc1ccc(F)cc1)N[C@H]1CC[C@H](CCNS(=O)(=O)c2cccc(Cl)c2)O[C@@H]1CO
-18.2	COC(=O)C[C@H]1C=C[C@H](NC(=O)c2cccc(F)c2)[C@@H](CO)O1
0.2	COC(=O)[C@]12C[C@H](CC(=O)NCCCN3CCCC3=O)C(=O)N(Cc3ccccc3)C1=C[C@H](C(C)C)O[C@@H]2C1CC1
-22.1	COc1ccc(NC(=O)C2C(c3ccc4c(c3)OCO4)=Nc3ccccc3N2C(=O)c2cccc(C(F)(F)F)c2)cc1 (stereo unspecified)
-43.8	CCCN1C(=O)c2[nH]nc(-c3ccccc3)c2C1c1ccc(F)cc1 (stereo unspecified)
-14.5	CCc1c(C2CC2)ncn1Cc1cccc(-c2ccccc2)c1
-3.1	CC(C)(C)OC(=O)Nc1ccccc1-n1nnnc1C(C(=O)c1ccc(F)cc1)N1CCOCC1 (stereo unspecified)
-18.0	COC(=O)Cc1ccccc1NS(=O)(=O)c1ccc(C)cc1
-6.6	CC(=O)c1ccc(S(=O)(=O)NCC2CCN(C(=O)C(=O)c3cccs3)CC2)cc1
13.9	O=C(/C=C(\Nc1cccc(F)c1)c1ccccc1)c1ccccc1
-1.2	Cc1cccc(C)c1NC(=O)C(c1ccc(-c2ccccc2)cc1)n1c(=O)c(-c2cc3ccccc3[nH]2)nc2ccccc21 (stereo unspecified)
2.3	COc1ccccc1C(=O)N1O[C@]23C=C[C@]14C[C@@H](O)CC[C@]4(C)C2CC[C@]1(C)[C@@H]([C@H](C)/C=C/[C@H](C)C(C)C)CC[C@H]13 (stereo partly specified)
9.7	CC(C)NC(=O)OC[C@@H]1CSCCS(=O)(=O)N1
-17.0	CC(C)C[C@H](NC(=O)c1ccco1)C(=O)N1CCC[C@H]1C(=O)NCc1ccccc1
-9.7	CC(C)NC(=O)C1(C)CSCC(=O)N1CCOc1ccccc1 (stereo unspecified)
-45.1	COC(=O)[C@]12C[C@H](CC(=O)NCc3cccs3)C(=O)N(Cc3ccccc3)C1=C[C@H](C(C)C)O[C@@H]2C1CC1
-15.7	COC(=O)C[C@@H]1CC[C@@H](NS(=O)(=O)c2ccc(OC)cc2)[C@@H](CO)O1
-22.4	COC(=O)[C@H](NC(=O)c1cc(-c2ccccc2)sc1N)C(C)C
-3.1	COc1cc(F)ccc1Oc1cccc2c1S(=O)(=O)N(C1CC1)C[C@@H](COCc1ccccc1)O2
-6.7	CCCCCNC(=O)C(c1ccccc1)n1c(=O)c(-c2cc3ccccc3[nH]2)nc2ccccc21 (stereo unspecified)
-50.0	Nc1[nH]c(C(=O)c2ccccc2)c(-c2cccc3ccccc23)c1C(=O)c1ccc(Br)cc1
-8.2	O=C1Cn2nnc(-c3ccccc3)c2C2c3cc(Br)ccc3CCN12 (stereo unspecified)
-2.1	O=C(NCc1ccccc1)C(c1ccncc1)n1c(=O)c(-c2ccco2)nc2ccccc21 (stereo unspecified)
-6.8	COc1ccc(NC(=O)C(c2ccncc2)n2c(=O)c(-c3ccco3)nc3ccccc32)cc1 (stereo unspecified)
6.4	COC(=O)C1=CN(c2ccc(F)cc2)C(N)=C(C#N)C1c1cccc(OC)c1OC (stereo unspecified)
-10.8	Cc1ccc(NC(=O)N2c3ccccc3SC2c2ccco2)c(C)c1 (stereo unspecified)
9.6	CC(C)CNc1cccc2c1S(=O)(=O)N[C@H](C)CO2
12.8	Cc1cc(N2CCN(C(=O)OC(C)(C)C)C[C@H]2C)ccc1N1CCS(=O)(=O)CC1
-6.3	COC(=O)N1Cc2ccnnc2CC1c1ccccc1-c1ccccc1 (stereo unspecified)
-10.9	C=CCCC1CN(Cc2ccc(OC)cc2)S(=O)(=O)c2c(Oc3ccc(C)cc3)cccc2O1 (stereo unspecified)
-11.9	Cc1ccc(N)cc1CN1CCN(c2ncc(Cc3ccccc3)cn2)CC1
-16.0	CC(=O)N[C@@H]1C=C[C@@H](CC(=O)NCc2ccc(Cl)cc2)O[C@@H]1CO
3.2	O=C(N[C@@H](Cc1cccnc1)C(=O)N1CCC[C@H]1C(=O)NC1CCCC1)C1CC1
-6.3	COc1cccc(C=C2SC(=S)N(Cc3ccco3)C2=O)c1OC
-34.9	CCCCCNC(=O)C(c1cccc2ccccc12)n1c(=O)c(-c2ccco2)nc2ccccc21 (stereo unspecified)

5 compounds from above, arranged by length of the SMILES, lowest first:
TAAR1 antag	structure
-6.3	COC(=O)N1Cc2ccnnc2CC1c1ccccc1-c1ccccc1 (stereo unspecified)
6.4	COC(=O)C1=CN(c2ccc(F)cc2)C(N)=C(C#N)C1c1cccc(OC)c1OC (stereo unspecified)
-16.0	CC(=O)N[C@@H]1C=C[C@@H](CC(=O)NCc2ccc(Cl)cc2)O[C@@H]1CO
12.8	Cc1cc(N2CCN(C(=O)OC(C)(C)C)C[C@H]2C)ccc1N1CCS(=O)(=O)CC1
-6.8	COc1ccc(NC(=O)C(c2ccncc2)n2c(=O)c(-c3ccco3)nc3ccccc32)cc1 (stereo unspecified)

(continued)
TAAR1 antag	structure
-9.4	COC(=O)[C@H](Cc1ccccc1)N1CC(N2CCCC2)CS1(=O)=O (stereo partly specified)
-14.3	Cc1cc(Br)cn2c(Cc3ccccc3C(F)(F)F)c(-c3ccco3)nc12
-16.0	CCCN1CCCCC(NC(C)=O)C1=O (stereo unspecified)
-36.0	Cc1[nH]c2ccccc2c1C(=O)c1cc(Cc2ccccc2)sc1N
-4.5	COc1ccc(C2CC(=O)C(c3ccc(C(N)=O)cc3)=CN2Cc2ccccc2)cc1 (stereo unspecified)
-3.9	COC(=O)[C@]12C[C@H](CC(=O)N3CCN(C(=O)C4CC4)CC3)C(=O)N(CCC3=CCCCC3)C1=C[C@H](COCc1ccccc1)O[C@@H]2C
22.9	Cc1ccc(S(=O)(=O)NCc2ccccc2NS(=O)(=O)c2ccc(C)cc2)cc1
-0.8	COc1ccc(CNC(=O)[C@@H](Cc2ccccc2)NC(=O)[C@H]2O[C@@H](n3ccc(=O)[nH]c3=O)[C@H](O)[C@@H]2O)cc1
-6.9	COC(=O)N1Cc2ccnnc2CC1c1ccccc1Br (stereo unspecified)
-17.6	COC(=O)C1=CN(c2ccc(C(C)(C)C)cc2)C(N)=C(C#N)C1c1ccccc1F (stereo unspecified)
-5.8	COC(=O)[C@]12C[C@H](CC(=O)NCCCCc3ccccc3)C(=O)N(Cc3ccc4c(c3)OCO4)C1=C[C@H](C(C)(C)C)O[C@@H]2C
-5.5	O=C(Nc1ccc(F)cc1)C(c1ccnc2ccccc12)N1CCN(c2cccc(C(F)(F)F)n2)CC1 (stereo unspecified)
-21.7	N#CCCN1CCC(N)=NC1=NC#N
-16.9	Cc1[nH]nc2c1C(c1ccc(F)cc1)N(c1ccccc1)C2=O (stereo unspecified)
2.3	CCOC(=O)[C@]12CCCC=C1N(Cc1ccccc1)C(=O)[C@H](CC(=O)N1CCC(c3ccccc3)CC1)C2
-9.5	Cc1ccccc1C(=O)N1CCC[C@@H]1C(=O)N1CCC[C@H]1C(=O)NCc1ccccc1
11.3	O=C(C(=O)N1CCC(CNC(=O)c2ccccc2F)CC1)c1cc2ccccc2o1
-20.6	CSCCC(C(=O)NC(C)(C)C)n1c(-c2ccc(C)cc2)nc2ccccc21 (stereo unspecified)
30.2	COC(=O)C1=C(C)N(Cc2ccc(Cl)cc2)C(=S)NC1c1ccccc1 (stereo unspecified)
-43.5	Cc1ccccc1-c1ccc2c(c1)[C@@H]1C[C@H](N(C)S(=O)(=O)c3ccc(Cl)cc3)[C@H]([C@H](C)O)CN1CC2
31.9	COc1cc(CCC(C)=O)ccc1OC(=O)c1c(-c2c(F)cccc2Cl)noc1C
-9.5	O=C(NCc1ccccc1)C(c1ccccc1)n1c(C2CC2)nc2ccccc21 (stereo unspecified)
-9.5	Cc1cc(N2CCN(CC(C)(C)O)C[C@@H]2C)ccc1N1CCN(CC(C)(C)O)[C@@H](C)C1
31.0	C=CCCC1CN(Cc2ccc(OC)cc2)S(=O)(=O)c2c(NCc3cc(OC)c(OC)c(OC)c3)cccc2O1 (stereo unspecified)
26.3	COc1ccc(-c2cc(NC(=O)Cc3c(C)[nH]c4ccccc34)ccc2Nc2cccnc2)cc1F
-20.1	CC(=O)C[C@@H]1OC[C@H](CO)N1S(=O)(=O)c1ccc(C)cc1
